High-throughput results: PubChem BioAssay, several laboratories
TLR4 MyD88 comp: inhibitors of human TLR4-MyD88 binding. 200,000 compounds, 0.18% hits. O00206+Q99836. AID 861. HeLa CL3-4 TLR4/MyD88 BLA complementation, FRET ratio. inhibition, % at 8.4 µM; in the data active = inhibition above about 25%;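 also: 0% = vehicle and 100% = reference inhibitor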
Target sequence (O00206 whole entry, looked up): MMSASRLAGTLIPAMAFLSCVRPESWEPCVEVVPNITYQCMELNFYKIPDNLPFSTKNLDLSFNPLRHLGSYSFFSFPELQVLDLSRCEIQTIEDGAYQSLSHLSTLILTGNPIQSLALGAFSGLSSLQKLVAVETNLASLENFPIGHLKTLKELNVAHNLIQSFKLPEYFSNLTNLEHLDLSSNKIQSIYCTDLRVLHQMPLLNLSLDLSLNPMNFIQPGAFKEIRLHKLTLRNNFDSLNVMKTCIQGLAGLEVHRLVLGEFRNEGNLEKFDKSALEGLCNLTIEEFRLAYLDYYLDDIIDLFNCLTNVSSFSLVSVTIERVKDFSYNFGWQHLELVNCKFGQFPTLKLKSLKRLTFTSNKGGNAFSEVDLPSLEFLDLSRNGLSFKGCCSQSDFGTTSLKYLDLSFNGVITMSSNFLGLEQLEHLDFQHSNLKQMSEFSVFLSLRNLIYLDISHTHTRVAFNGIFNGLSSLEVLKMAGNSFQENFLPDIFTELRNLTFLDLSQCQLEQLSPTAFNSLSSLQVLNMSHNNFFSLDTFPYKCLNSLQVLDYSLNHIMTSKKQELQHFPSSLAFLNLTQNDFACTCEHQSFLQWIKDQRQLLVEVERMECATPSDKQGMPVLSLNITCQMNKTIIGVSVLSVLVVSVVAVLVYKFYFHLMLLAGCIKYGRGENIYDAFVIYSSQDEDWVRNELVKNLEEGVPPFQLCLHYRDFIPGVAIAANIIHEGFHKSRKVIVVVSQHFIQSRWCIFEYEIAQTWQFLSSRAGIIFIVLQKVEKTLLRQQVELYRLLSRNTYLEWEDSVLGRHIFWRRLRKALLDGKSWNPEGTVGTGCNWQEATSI
Target sequence (Q99836 whole entry, looked up): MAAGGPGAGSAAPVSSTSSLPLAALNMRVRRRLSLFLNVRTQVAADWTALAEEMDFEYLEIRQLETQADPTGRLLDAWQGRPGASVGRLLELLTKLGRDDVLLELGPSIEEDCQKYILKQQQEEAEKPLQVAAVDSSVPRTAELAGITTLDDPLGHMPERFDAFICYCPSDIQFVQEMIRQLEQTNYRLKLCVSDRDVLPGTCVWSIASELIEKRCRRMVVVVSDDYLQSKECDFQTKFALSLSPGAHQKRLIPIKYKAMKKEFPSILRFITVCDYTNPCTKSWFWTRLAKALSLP
APP 5UTR inh: APP translation inhibition. SH-SY5Y APP 5'UTR-luciferase reporter, luminescence. inhibition, % at 2 µM. 190,000 compounds, 0.82% hits. AID 1285;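 active = inhibition above a set limit, derived from the sample mean plus 3 SD, cut at about 45% in these data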; also: values of inactives mirror those of a sister screen read the other way
NF-kB neuron act: NF-kB expression increase, human neuronal cells | NF-kB reporter expression; active compounds read high | fold change at 12.5 µM | 190,000 compounds, 1.6% hits; in the data active = fold change above about 3.3
APP 5'UTR act: activates APP 5'UTR luciferase reporter. 190,000 compounds, 1% hits. SH-SY5Y APP 5'UTR luciferase reporter, luminescence; zero percent = DMSO vehicle wells. AID 1276. activation, % at 2 µM;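 active = activation above a set limit, based on mean plus 3 SD of controls, cut at about 140% in these data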; also: values of inactives mirror those of a sister screen read the other way
STAT1 act: STAT1 signaling activation. 200,000 compounds, 2.6% hits. AID 932. NIH 3T3 STAT1-luciferase reporter, IFN-gamma, luminescence; 100% = IFN-gamma alone, no compound. activation (% of control), % at 5.5 µM;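 active = activation above the screen-wide mean activation plus 3 SD, cut at about 130% in these data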;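 also: raw ratio to IFN-gamma control signal so 100% means no change and 0% no light; values of inactives mirror those of a sister screen read the other way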
G6PDH CS: inhibits Leuconostoc G6PDH, flagging false hits in G6PDH-based assays | Purified L. mesenteroides G6PDH, diaphorase/resazurin coupled fluorescence, 45 min | inhibition, % at 5 µM | 200,000 compounds, 0.12% hits; in the data active = inhibition above about 50%
FLuc inhib CS: Photinus pyralis luciferase inhibition counter-screen; P08659; ATPLite firefly luciferase biochemical luminescence, 10 min; inhibition, % at 10 µM; 200,000 compounds, 1.5% hits; AID 1006;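 active = inhibition above about 50% when tested at 10 µM, limit read from the data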
Diaphorase act: diaphorase activation or chemical reduction counter-screen | 190,000 compounds, 0.005% hits | Diaphorase/resazurin coupled assay, resorufin fluorescence, 16 min; active compounds read high; 1 = vehicle wells, 0 = NADH-free wells | activation factor at 20 µM | AID 1229;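 active = diaphorase activity raised at least twofold by the compound at 20 µM; inactive = activation factor below 2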
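Material: Clostridium kluyveri diaphorase, purified enzyme; Quantity: enzyme 0.07 U/mL final; Medium: HEPES pH 7.4 buffer with MgCl2 and Tween 20; Dosing: single compound dose of 20 µM, 1% DMSO final; Schedule: 16 min reaction at room temperature; Measured by: red resorufin fluorescence at 544/590 nm excitation/emission.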
Diaphorase inh: counter-screen for diaphorase-based assays: diaphorase inhibitors and chemical oxidizers. diaphorase resazurin-to-resorufin fluorescence, NADH, 16 min; bacterial (C. kluyveri) enzyme, not human. inhibition, % at 20 µM. 190,000 compounds, 0.69% hits;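 active = primary screen inhibition at 20 µM above a set limit, cut at about 50% in these data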;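 also: plate controls were DMSO with full reaction for no effect and wells lacking NADH for full effect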
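System: Bacterial diaphorase enzyme (C. kluyveri) | Incubation: 16-min room-temperature incubation before reading | Benchmarks: No-NADH positive control and DMSO neutral control | Measured by: Resorufin fluorescence 544/590 nm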
FLuc act counter: firefly luciferase counter-screen for stimulation assays. P08659. ATPlite luciferase biochemical, luminescence, 10 min; 0 = ATP-free wells, 1 = DMSO control. activation factor at 10 µM. 200,000 tested, under 10 active. AID 1027;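 active = luciferase activation factor, scaled between plate controls, of at least 2 with compound at 10 µM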
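Assay system: Luciferase/luciferin reagent mix; Medium: PBS as buffer for the ATP substrate; Dosing: test compounds dosed from 2 mM stocks in 100% DMSO; Times: 10 min, room temperature; Signal: luminescence from luciferase reaction; Read-out: luciferase activation; Controls: No-ATP low control, compound-free enzyme-plus-ATP high control.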
An asterisk follows results filed as active; · = not tested or not shown.

Short forms: A = TLR4 MyD88 comp; B = APP 5UTR inh; C = NF-kB neuron act; D = APP 5'UTR act; E = STAT1 act; F = G6PDH CS; G = FLuc inhib CS; H = Diaphorase act; I = Diaphorase inh; J = FLuc act counter
(1) c1ccc(-n2ncc3c(N4CCN(c5ccccn5)CC4)nc(N4CCOCC4)nc32)cc1
  A: · | B: · | C: · | D: · | E: · | F: 2 | G: -2 | H: 0.8 | I: 15 | J: 1
(2) O=C(NCc1ccccn1)c1cc(-c2ccccc2Cl)on1
  A: -1 | B: -25 | C: 1.8 | D: 25 | E: 108 | F: 5 | G: 32 | H: 1 | I: 5 | J: 0.7
(3) CC(C)OCC1CC(CC(=O)NC(=S)Nc2cccc([N+](=O)[O-])c2)C(=O)O1 (stereo not drawn)
  A: -3 | B: 1 | C: 1.1 | D: -1 | E: 94 | F: 1 | G: -7 | H: 0.8 | I: 19 | J: 1.1
(4) Nc1nnc(SCC(=O)Nc2ccc(F)c(Cl)c2)n1-c1ccccc1
  A: -2 | B: -5 | C: 0.94 | D: 5 | E: 97 | F: 6 | G: -5 | H: 0.9 | I: 8 | J: 1
(5) Cn1c(C(=O)NCCc2ccsc2)cc2c(=O)n(C)c3ccccc3c21
  A: -3 | B: 4 | C: 0.67 | D: -4 | E: 107 | F: 5 | G: -3 | H: 0.7 | I: 30 | J: 1
(6) O=C1NCCN1CCNS(=O)(=O)c1ccc2ccccc2c1
  A: 6 | B: 1 | C: 1.1 | D: -1 | E: 101 | F: 5 | G: -4 | H: 0.9 | I: 8 | J: 1
(7) Cc1cc(-c2nn(-c3ccccc3F)cc2CN2CCN(c3ccncc3)CC2)c(C)s1
  A: 4 | B: -7 | C: 0.58 | D: 7 | E: 94 | F: 12 | G: -4 | H: 1.2 | I: -24 | J: 1
(8) Cc1ccc(S(=O)(=O)NCC(=O)OCc2ccccc2Br)cc1
  A: -3 | B: -14 | C: 1.1 | D: 14 | E: 101 | F: 13 | G: -6 | H: 0.8 | I: 22 | J: 1.1
(9) COc1cccc(/C=C/C(=O)OCC(=O)c2cc(C)n(CC3CCCO3)c2C)c1OC (stereo not drawn)
  A: -10 | B: 0 | C: 0.86 | D: 0 | E: 103 | F: -19 | G: 6 | H: 0.8 | I: 25 | J: 0.9
(10) O=C(Oc1cc(=O)oc2ccccc12)c1ccccc1
  A: 1 | B: 2 | C: 1.1 | D: -2 | E: 101 | F: 6 | G: -3 | H: 1.1 | I: -7 | J: 1
(11) CO/N=C/NC(=O)NOCc1ccc(Cl)cc1Cl
  A: -14 | B: 12 | C: 1 | D: -12 | E: 92 | F: 14 | G: -3 | H: 0.9 | I: 5 | J: 1
(12) CCn1c(NC(=O)c2ccc(C)cc2)c2ccccc2nc1=O
  A: -17 | B: 9 | C: 0.86 | D: -9 | E: 103 | F: -12 | G: -7 | H: 1 | I: -4 | J: 1.1
(13) CC(C)(C)NC(=O)COc1ccc(CNCc2cccnc2)cc1
  A: 0 | B: -14 | C: 1 | D: 14 | E: 86 | F: 8 | G: -7 | H: 1 | I: 0 | J: 1.1
(14) O=C(CCc1nc(-c2cccs2)no1)NCc1ccc(F)cc1Cl
  A: 9 | B: -10 | C: 1.1 | D: 10 | E: 97 | F: 2 | G: -4 | H: 0.8 | I: 22 | J: 1
(15) Cc1ccc(OCCn2cc(C(=O)O)c3ccccc32)cc1
  A: -6 | B: -26 | C: 1.2 | D: 26 | E: 99 | F: 6 | G: -1 | H: 0.9 | I: 7 | J: 1

Quoted from the listing.
O=C(Oc1cc(=O)oc2ccccc12)c1ccccc1 @ FLuc inhib CS: -3
Cc1ccc(OCCn2cc(C(=O)O)c3ccccc32)cc1 @ FLuc act counter: 1
CC(C)(C)NC(=O)COc1ccc(CNCc2cccnc2)cc1 @ Diaphorase inh: 0

Back to the main list with the three entries that preceded the break.
Every second line gives: TLR4 MyD88 comp, APP 5UTR inh, NF-kB neuron act, APP 5'UTR act, STAT1 act, G6PDH CS, FLuc inhib CS, Diaphorase act, Diaphorase inh, FLuc act counter
[13] CC(C)(C)NC(=O)COc1ccc(CNCc2cccnc2)cc1
  0, -14, 1, 14, 86, 8, -7, 1, 0, 1.1
[14] O=C(CCc1nc(-c2cccs2)no1)NCc1ccc(F)cc1Cl
  9, -10, 1.1, 10, 97, 2, -4, 0.8, 22, 1
[15] Cc1ccc(OCCn2cc(C(=O)O)c3ccccc32)cc1
  -6, -26, 1.2, 26, 99, 6, -1, 0.9, 7, 1
[16] CCOC(=O)/C(C#N)=C/NC(=O)NC(C)(C)C
  -1, 11, 1, -11, 95, 4, -9, 1, 0, 1.1
[17] CCCNC(=S)Nc1cccc(C(F)(F)F)c1
  -2, -7, 1.2, 7, 106, -3, -4, 0.9, 13, 1
[18] O=C(CSc1nnc(-c2ccc(Cl)cc2)n1Cc1ccco1)c1cccs1
  -9, -16, 1, 15, 96, -15, -2, 0.7, 31, 1
[19] O=C(Nc1ccccc1C(=O)NCc1ccccc1)c1ccccc1
  4, -2, 0.79, 2, 103, 3, -1, 0.8, 15, 1
[20] Cc1cccc(CCNC(=O)C2CCN(S(=O)(=O)c3c(C)noc3C)CC2)c1
  11, -4, 0.98, 4, 96, -1, -7, 0.9, 8, 1.1
[21] COc1ccc(C(CNC(=O)c2ccc(N3CCCC3=O)cc2)N(C)C)cc1 (stereo not drawn)
  5, 0, 0.99, 0, 100, 4, -12, 0.8, 15, 1.1
[22] Cc1ccc(NC(=O)C2SC(=Nc3ccccc3)C(C(=O)Nc3ccc(Cl)cc3)=C2N)cc1 (stereo not drawn)
  -13, -12, ·, 12, 103, 7, -6, 0.9, 8, 1.1
[23] CCOc1ncccc1C(=O)OCC(=O)Nc1ccc(C)c(S(=O)(=O)N(C)C)c1
  -6, 4, 1.1, -4, 105, -4, -7, 0.9, 10, 1.1
[24] O=C(O)CC(C(=O)Nc1ccc(Cl)c(Cl)c1)C1CCCO1 (stereo not drawn)
  13, 22, 1.6, -22, 104, 4, -5, 1, 0, 1.1
[25] CCOC(=O)c1cc2ccccc2nc1C
  -7, -18, 1.1, 18, 103, 0, 1, 1, -4, 1
[26] Cc1ccc2nc(NC(=O)[C@H](C)N3C(=O)C4CC=CCC4C3=O)sc2c1 (stereo partly drawn)
  -16, 18, 1.4, -18, 106, 14, 3, 0.8, 18, 1
[27] CCSC1=C(C#N)C(c2ccccc2Cl)C(C(=O)c2cccs2)C(O)(C(F)(F)F)N1 (stereo not drawn)
  -15, -4, 0.57, 5, 102, 32, -1, 0.8, 18, 1
[28] Cc1cc(NC(=O)Cn2cc([N+](=O)[O-])cn2)n(Cc2ccc(F)cc2)n1
  2, 7, 1.1, -7, 92, 6, -8, 1, -4, 1.1
